# Screening data: PubChem BioAssay, several laboratories
# JMJD2C inh = human JMJD2C demethylase inhibition. Q9H3R0. GST-JMJD2C(1-420) H3K9me3 demethylation, DELFIA europium. inhibition, % at 2.35 µM. 330,000 tested, 0.069% active. AID 2099;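 active = more than half of a compound's replicate wells show inhibition beyond 50%, single wells judged on their own value; inconclusive = some, but no more than half, of replicates pass 50% inhibition; inactive = no replicate passes 50% inhibition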;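 note: signal counts dimethyl H3K9 product captured on neutravidin plate; 0% = median of DMSO wells and 100% = 0.3 times that DMSO median; strong numbers were not always called active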
# Target sequence (Q9H3R0 1-420 limits assumed): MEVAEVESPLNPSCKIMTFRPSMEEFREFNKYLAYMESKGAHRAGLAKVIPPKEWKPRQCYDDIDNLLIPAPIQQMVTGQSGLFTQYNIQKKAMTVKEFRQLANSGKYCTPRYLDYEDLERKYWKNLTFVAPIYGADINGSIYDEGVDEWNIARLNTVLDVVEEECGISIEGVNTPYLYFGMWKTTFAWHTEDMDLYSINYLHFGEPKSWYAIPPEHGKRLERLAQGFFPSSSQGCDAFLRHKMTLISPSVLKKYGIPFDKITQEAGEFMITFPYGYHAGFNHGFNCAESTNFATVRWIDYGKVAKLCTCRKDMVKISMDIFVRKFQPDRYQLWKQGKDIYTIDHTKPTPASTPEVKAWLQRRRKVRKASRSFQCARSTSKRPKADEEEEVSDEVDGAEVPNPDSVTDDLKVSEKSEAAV
# GRK2 aptamer HTS = human GRK2 inhibition via aptamer displacement; AID 488847; P25098; bead flow cytometry, FAM-aptamer displacement from GRK2; inhibition of aptamer binding, % at 10 µM; 330,000 tested, 0.59% active;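 active = inhibition of aptamer binding above 40%, roughly 3 SD of noise, on plates passing a quality check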;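 note: median bead fluorescence of bound FAM aptamer so fluorescent compounds give negative values; no value below 0 was filed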
# CIT2 TOR yeast = modulators of TOR pathway CIT2-GFP in S. cerevisiae; S. cerevisiae CIT2-GFP strain, flow cytometry, 3 h; 100 means same as DMSO wells; GFP response vs DMSO, % at 10 µM; 320,000 tested, 0.065% active; AID 2029;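 active = GFP response relative to DMSO above a set limit, near the screen mean plus 3 SD, cut at about 150% in these data; inconclusive = Fewer than 70 cells measured for a yeast strain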;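 note: ratio of well median GFP fluorescence to mean of DMSO wells on the plate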
# RPL19A-GFP yeast = modulators of TOR pathway RPL19A-GFP in S. cerevisiae; percent response vs DMSO, % at 10 µM; AID 2025; 330,000 tested, 0.3% active; S. cerevisiae RPL19A-GFP strain, flow cytometry, 3 h; hits give low values;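 active = percent response vs DMSO below 50%; inconclusive = fewer than 70 events counted for the yeast strain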;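 note: median channel GFP fluorescence of the barcoded RPL19A-GFP strain; ratio of sample median GFP to plate DMSO average so 100% = DMSO; lower means less RPL19A-GFP as with rapamycin TOR inhibition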
# LAP4-GFP MLPCN = alters LAP4-GFP fluorescence in TOR pathway yeast screen | S. cerevisiae LAP4-GFP multiplex, flow cytometry GFP, 3 h; median GFP as percent of DMSO wells | GFP response vs DMSO, % at 10 µM | 320,000 tested, 0.34% active | AID 2023;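 active = GFP response vs DMSO above a set limit, about the screen mean plus 3 SD, cut at about 150% in these data; inconclusive = under 70 cell events counted for the yeast strain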
# AGP1 TOR yeast = alters AGP1-GFP fluorescence in TOR pathway yeast screen. S. cerevisiae AGP1-GFP multiplex flow cytometry, 3 h; GFP as percent of DMSO wells. GFP response vs DMSO, % at 10 µM. 320,000 tested, 0.02% active;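 active = GFP response relative to DMSO above a set limit, near screen average plus 3 SD, cut at about 150% in these data; inconclusive = fewer than 70 cells counted for the yeast strain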;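 note: median GFP channel fluorescence of the gated AGP1 strain per well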
# MEP2-GFP yeast = alters MEP2-GFP fluorescence in TOR pathway yeast screen. GFP response vs DMSO, % at 10 µM. AID 2016. 330,000 tested, 0.51% active. S. cerevisiae MEP2-GFP strain, flow cytometry GFP, 3 h; 100% = DMSO control level;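 active = GFP response versus DMSO above a set limit, roughly screen mean plus 3 SD, cut at about 180% in these data; inconclusive = fewer than 70 cells counted for a yeast strain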;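 note: median GFP fluorescence of the barcode-gated MEP2-GFP cells per well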
# VLA-4 inh = inhibition in a human VLA-4 binding assay; P13612; VLA-4 expressing cells, ligand binding flow cytometry; inhibition, % (about 7 µM as worked out from the volumes in the protocol); 330,000 tested, 0.2% active; AID 2557; in the data active = inhibition above about 50%
# * hit, by the source's call; ? = inconclusive; . = not tested or not shown; & = joins results of further samples; [ ] = dose if it differs, or a comment. Random draw from the library; about 1.7% have a hit in one of these screens.
SMILES,JMJD2C inh,GRK2 aptamer HTS,CIT2 TOR yeast,RPL19A-GFP yeast,LAP4-GFP MLPCN,AGP1 TOR yeast,MEP2-GFP yeast,VLA-4 inh
CC(=O)c1c(C)[nH]c(C(=O)COC(=O)CN(C)S(=O)(=O)c2ccc(Cl)cc2)c1C,1,0,118,105,105,106,111,13
CC(=O)N1CCOc2ccc(S(=O)(=O)NCc3ccccc3Cl)cc21,-6,1,105,95,105,98,98,-11
CCN1C(=O)N[C@@H](c2ccccc2)[C@H](C(C)=O)[C@H]1C,15,0,91,99,126,81,94,0
COc1cccc(OCCNCc2ccccc2)c1,-5,2,104,107,103,105,115,-14
CSc1ncccc1C(=O)OCc1ccc(C#N)cc1,7,2,93,95,105,102,120,8
COc1ccc(CCCNC(=O)C2CCC(=O)N(Cc3ccccc3F)C2)cc1 (centres undefined),2,0,101,103,105,108,99,7
O=C(COC(=O)/C=C/c1cccc([N+](=O)[O-])c1)Nc1ccc(Cl)cn1,-5,0,100,99,107,98,101,9
CN(C)CCCN(C(=O)c1ccc2c(c1)CCCC2)c1nc2cc3c(cc2s1)OCO3,-9,0,97,101,108,106,105,-14
N/C(=N\OC(=O)Nc1ccccc1)c1ncc(C(F)(F)F)cc1Cl,2,7,103,100,102,77,108,-7
Cn1c(/C=C/c2cccc([N+](=O)[O-])c2)nc2ccccc2c1=O,2,1,90,96,110,97,91,-4
COC(=O)c1ccccc1NC(=O)CN(Cc1ccc(Cl)cc1)S(C)(=O)=O,-8,3,95,100,100,.,102,-7
CC1CN(S(=O)(=O)c2cccc(C(=O)NN3CCN(C)CC3)c2)CC(C)O1 (centres undefined),-3,0,99,97,94,102,97,7
CCSC1=NCCN1S(=O)(=O)c1ccc(F)cc1,8,0,151*,109,128,101,145,-224
CC(=O)Nc1ccc(NC(=O)c2c(C)nn(Cc3ccccc3Cl)c2C)cc1,5,0,98,100,108,100,99,-6
COc1nc(N(C)S(=O)(=O)c2ccc(C)cc2)nc(C)c1Br,-5,1,97,99,85,92,100,3
O=C(O)C(Cc1ccccc1)NC(=O)C(Cc1ccccc1)NC(=O)C12CC3CC(CC(C3)C1)C2 (centres undefined),11,1,109,103,132,112,108,4
O=C(c1cccs1)N1CCN=C1SCc1ccccc1,16,0,98,100,97,93,96,9
NS(=O)(=O)c1ccc(NC(=O)c2ccc(S(=O)(=O)N3CCCCC3)cc2)cc1,8,6,103,97,98,101,96,-6
CCOC(=O)c1c(C)[nH]c(C(=O)COC(=O)CNS(=O)(=O)c2ccc(C)cc2)c1C,1,3,94,94,92,100,94,-1
CNC(=O)Nc1cc(NC(=O)NC)cc(C(F)(F)F)c1,2,3,91,95,106,100,93,-17
CCCCN1C=C(C(=O)OC)C(c2ccccc2Cl)C(C(=O)OC)=C1,0,2,108,105,93,101,102,2
COc1ccc(CCNC(=O)COC(=O)c2ccc(C)s2)cc1OC,5,5,106,104,103,106,108,8
COc1cc2c(cc1OC)CN(C(=O)c1cc(S(=O)(=O)N3CCCCC3)ccc1Cl)CC2,5,0,94,104,92,97,109,-6
O=C(c1ccncc1)N1CCN(CCc2ccccc2)CC1,9,0,99,97,84,95,103,-4
Cc1ccc(NC(=O)c2cc3ccccc3o2)cc1,-12,1,85,100,93,90,100,5
Clc1cccc(NC2=NCCC2)c1,-4,0,99,97,97,96,100,-3
O=C(CCc1ccccc1)NCC1(c2ccccc2)CCCC1,-3,0,87,102,94,94,95,5
COC(=O)C1=C(C(=O)OC)C(c2ccc(OC)c(OC)c2)c2sc(=O)[nH]c2S1 (centres undefined),9,4,106,108,102,105,107,-10
Cc1ccc(C(=O)c2ccccc2C(=O)OCC(=O)N2C(C)CCCC2C)cc1 (centres undefined),10,0,85,93,91,95,94,12
CCCCc1cc(C)c(S(=O)(=O)c2ccccc2C)c(=O)[nH]1,3,1,108,103,92,104,103,5
COc1ccc2c(c1)[nH]c1c(=O)n(N)cnc12,-2,0,96,100,99,98,102,-12
COc1ccc(/C=C/C(=O)N2CCN(S(=O)(=O)c3ccccc3)CC2)cc1OC,2,0,105,102,95,102,101,0
O=C(CN1C(=O)NC2(CCCCC2)C1=O)N(Cc1ccco1)Cc1cccs1,-9,1,104,99,98,104,101,-3
CC(=O)Nc1cc2cc(NS(=O)(=O)c3ccc(Cl)cc3)ccc2oc1=O,.,2,93,96,107,96,98,0
Cn1nc(C(=O)NC2=NCCS2)ccc1=O,3,0,108,105,100,107,97,-3
COc1cc2c(cc1OC)C(c1ccccc1OC(C)C)CC(=O)N2 (centres undefined),3,1,?,103[may fluoresce violet],95[may fluoresce violet],100[may fluoresce violet],88[may fluoresce violet],8
CCC1Sc2ccccc2N(CC(=O)NCCC(C)C)C1=O (centres undefined),6,34,91,98,102,94,104,21
C/C(=N\NC(=O)c1ccoc1C)c1ccccc1,-11,0,101,95,98,98,98,-1
CCC(=O)N1CCc2cc(S(=O)(=O)N3CCN(c4cc(Cl)ccc4C)CC3)ccc21,-4,4,100,102,94,100,103,3
CCCN=C1NC(=O)C(CC(=O)NCCc2ccc(OC)c(OC)c2)S1 (centres undefined),-4,0,100,100,88,94,101,-16
COCCCNC(=O)C1CC(=O)N(CCc2ccc(OC)c(OC)c2)C1 (centres undefined),2,7,105,97,97,105,101,-12
Cc1ccc(S(=O)(=O)NCCCNC(=O)N2CCOCC2)cc1,3,0,106,99,97,100,98,9
OCCOCCn1c(CCNc2nc(-c3ccc(Cl)cc3)cs2)nc2cc(Cl)c(Cl)cc21,-1,0,105,102,99,110,101,32
COc1ccccc1NC(=O)C(C)n1cnc2c(oc3nc4c(cc32)CCCC4)c1=O (centres undefined),-3,4,103,99,107,104,100,-9
Cn1c(=O)c2c(ncn2CC(=O)Nc2ccccc2N2CCOCC2)n(C)c1=O,-7,1,101,102,102,104,103,20
CCOC(=O)N1CCN(S(=O)(=O)N2CCCC(C(=O)NCCc3ccccc3)C2)CC1 (centres undefined),1,0,94,95,86,90,95,10
CCOC(=O)CC1CCCCN1C(=O)CCCn1nnnc1CN1CCC(C)CC1 (centres undefined),-3,5,92,96,99,98,97,14
CCNC(=O)N(C)C[C@H]1N[C@@](Cc2ccccc2)(C(=O)OC)[C@H]2C(=O)N(C)C(=O)[C@@H]12,.,0,91,105,108,107,103,39
CCN(CC)S(=O)(=O)c1ccc(Cl)c(NC(=O)COC(=O)c2c(C)noc2C)c1,-2,0,96,101,105,102,103,2
CCCN(CCC)CCCNc1ccc(C(=O)Nc2cccc(OC)c2)cc1[N+](=O)[O-],-1,0,108,93,106,114,99,-11
Cc1ccc2c(C(=O)CN3CCC4(CC3)OCCO4)c(C)[nH]c2c1,.,2,94,96,100,94,105,14
COCCCOc1ccnc(CS(=O)c2nc3ccccc3[nH]2)c1C (centres undefined),11&1,4&0,73&111,101&105,117&122,78&99,95&95,-5&5
CCc1ccc(NC(=S)N(CCN2CCCCC2)Cc2ccco2)cc1,16,0,105,103,99,103,94,13
Cc1ccccc1C(=O)Oc1cccc(Nc2ncnc3ccccc23)c1,23,0,81,91,104,85,98,8
O=C(NN=C1CCCCCCC1)C(=O)NC1CCCCC1,5,0,95,102,108,103,104,9
COc1ccc(NS(=O)(=O)c2ccc(NC(C)=O)cc2)cc1OC,0,0,100,100,110,100,108,5
CCCn1c(SCc2nc3sc(C)c(C)c3c(=O)[nH]2)nc2ccccc2c1=O,-6,3,97,99,103,102,97,4
CCCCc1nnc(SCc2ccc(OCC)cc2)n1N,1,0,101,105,95,107,107,11
Cc1ccc2[nH]c3c(c2c1)CCC3=O,0,0,107,104,112,101,100,2
CCn1c(SCC(=O)NCC2CCCO2)nnc1-c1ccccc1 (centres undefined),-5,0,101,97,100,101,98,1
# Carrying on.
SMILES,JMJD2C inh,GRK2 aptamer HTS,CIT2 TOR yeast,RPL19A-GFP yeast,LAP4-GFP MLPCN,AGP1 TOR yeast,MEP2-GFP yeast,VLA-4 inh
Cc1ccc2sc(N(CCCN(C)C)C(=O)CN3C(=O)c4ccccc4C3=O)nc2c1C,8,0,97,101,99,104,105,11
CC(Sc1nnc(COc2ccccc2)n1-c1ccccc1)C(=O)O (centres undefined),3,7,101,102,88,82,101,18
COc1ccccc1CNC(=O)CNCC1CCCO1 (centres undefined),-4,0,106,100,90,103,103,-2
CC(C)(C)c1ccccc1NC(=O)CN1C(=O)NC2(CCCCCC2)C1=O,1,0,94,90,91,93,92,11
Cc1c(NC(=O)CCCCCN2C(=O)c3ccccc3C2=O)c(=O)n(-c2ccccc2)n1C,1,5,98,101,102,98,105,26
COc1ccc(C(=O)COC(=O)CN2C(=O)C3CC=CCC3C2=O)c(OC)c1 (centres undefined),2,0,111,103,105,104,104,-7
Cc1ccc(Cn2c(/C=C/c3ccco3)nc3ccccc32)cc1,5,0,109,100,133,116,118,-34
